N370S GC mod = inhibitors or activators of N370S glucocerebrosidase for Gaucher disease; P04062; N370S GC spleen homogenate, 4MU-glucoside fluorescence; Potency, µM (top dose mostly 59.4 µM), inactives show at the top dose activity change, negative = inhibition, most hits filed as inhibitors; hit rate 0.092% among 330,000;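 also: 0% = full enzyme activity and -100% = no enzyme basal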
FEN1 inh = human FEN1 inhibition; P39748; Recombinant FEN1 flap cleavage, fluorescence, 15 min; hit rate 0.35% among 390,000; Potency, µM (series often up to 114 µM), inactives show at the top dose activity change, negative = inhibition, hits mostly inhibitors; also: nearly all actives have a fitted effect of over 65% in size
Target sequence (P39748 whole entry, looked up): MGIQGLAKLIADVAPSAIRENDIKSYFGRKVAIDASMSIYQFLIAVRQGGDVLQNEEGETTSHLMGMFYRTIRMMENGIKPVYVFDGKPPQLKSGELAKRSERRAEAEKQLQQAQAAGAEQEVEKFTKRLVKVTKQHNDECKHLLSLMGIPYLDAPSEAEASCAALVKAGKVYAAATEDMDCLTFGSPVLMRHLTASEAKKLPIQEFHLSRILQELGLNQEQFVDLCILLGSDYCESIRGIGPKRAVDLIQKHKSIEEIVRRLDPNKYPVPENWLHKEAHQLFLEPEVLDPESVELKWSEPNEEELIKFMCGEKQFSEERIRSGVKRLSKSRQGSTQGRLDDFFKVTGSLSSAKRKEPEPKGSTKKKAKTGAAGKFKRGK
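Nuclease activity of 10 nM FEN1 was measured after 15 min of room-temperature exposure to titrated compounds, by adding 50 nM flap substrate and reading plates at 0 and 15 min.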
TDP1 inh = TDP1 (human) enzyme inhibition; Potency, µM (top dose mostly 130 µM), without a hit: at the highest dose activity change, negative = inhibition, usual class: inhibitors; recombinant TDP1, AlphaScreen DNA substrate cleavage; hit rate 0.28% among 350,000; Q9NUW8; AID 485290; also: nearly all actives have a fitted effect of over 40% in size
Target sequence (Q9NUW8 whole entry, looked up): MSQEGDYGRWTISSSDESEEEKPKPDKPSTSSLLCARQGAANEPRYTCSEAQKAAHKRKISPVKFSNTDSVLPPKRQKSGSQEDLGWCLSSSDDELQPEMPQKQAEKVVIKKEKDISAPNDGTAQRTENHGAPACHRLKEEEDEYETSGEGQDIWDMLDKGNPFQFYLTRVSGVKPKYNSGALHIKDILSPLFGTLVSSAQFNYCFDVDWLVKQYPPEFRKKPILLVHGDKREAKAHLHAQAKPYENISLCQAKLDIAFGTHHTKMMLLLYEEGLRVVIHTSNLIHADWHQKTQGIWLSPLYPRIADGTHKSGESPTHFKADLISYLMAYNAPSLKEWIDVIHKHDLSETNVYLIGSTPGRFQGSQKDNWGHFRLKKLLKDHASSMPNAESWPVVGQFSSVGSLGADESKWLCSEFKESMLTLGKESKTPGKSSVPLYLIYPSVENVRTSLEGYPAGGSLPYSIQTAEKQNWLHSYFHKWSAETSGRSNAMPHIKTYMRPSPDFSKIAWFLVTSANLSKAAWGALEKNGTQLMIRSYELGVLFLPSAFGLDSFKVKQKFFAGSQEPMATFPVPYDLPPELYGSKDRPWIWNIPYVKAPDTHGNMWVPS
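Here, a 5' biotin and 3' phosphotyrosine-FITC DNA oligonucleotide reports Tdp1 activity: intact substrate bridges AlphaScreen beads, while cleavage leaves a 3' phosphate and drops signal. All incubations at room temperature.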
Numbers without * were called inactive; ? = inconclusive; . = no result given; & = joins results of further samples; [ ] = another dose, or the depositor's remark. Calls follow the shape of the dose curve; as a rule, active = well fitted curve in the direction sought with a large enough effect; inconclusive = small, poorly fitted or top-dose-only effect, or another doubt; inactive = no such curve, though single readings can be large; an effect the other way counts as inactive or inconclusive. Unless noted, % is scaled to controls: 0 for no effect and ±100 for the full control effect; potency is read from the fitted curve at half-maximal effect.

SMILES | N370S GC mod | FEN1 inh | TDP1 inh
O=C(Nc1cccnc1)c1ccc(Br)c(S(=O)(=O)N2CCCC2)c1 | 0% | 11% | 5%
CCOc1ccc(-c2cc3nc(C4CCN(C(=O)OC(C)(C)C)CC4)c(C(=O)Nc4cccc(C(F)(F)F)c4)cn3n2)cc1 | . | 0% | 4%
N#C/C(=C\c1ccc(O)c(O)c1)C(=O)N1CCc2ccccc21 | ? | ? | .
O=c1[nH]c2ccccc2nc1/C=C/c1ccc(Cl)cc1 | 15% | 3% | 5%
CCCn1c(CCC(=O)O)nc2cc(S(=O)(=O)N3CCCC3)ccc21 | 7% | 1% | .
CCN1C(=O)[C@H]2[C@@H](c3ccc(-c4cccc(Cl)c4)cc3)N[C@@](CC(C)C)(C(=O)OC)[C@H]2C1=O | . | ? | 0%
O=C(CNC(=O)C(c1ccccc1)c1ccccc1)N/N=C\c1cccc(O)c1 | -25% | -10% | 10%
COc1cc(/C=C/C(=O)c2cccc([N+](=O)[O-])c2)cc(OC)c1OC | ? | 1% | 11%
Cc1ccc(/C=C/C(=O)OCC(=O)Nc2ccc3[nH]c(=O)[nH]c3c2)o1 | ? | -4% | 4%[0.505 µM]
CCc1cc(Cn2nc(-c3ccccc3)cc2C(=O)NCc2cccc(Br)c2)on1 | . | 2% | -5%
CC(=O)NCCNc1ncncc1-c1ccccc1C(F)(F)F | 8% | . | 32µM*
COc1ccc(CCN(Cc2cc3cc(C)cc(C)c3nc2Cl)C(=O)C2CC2)cc1 | 5% | -12% | -9%
CN1C(=S)SC(/[N+]([O-])=C\c2cccs2)C1(C)C (stereo not given) | -5% | -5% | 6%
Cc1ccccc1NC(=O)Nc1cnccn1 | -12% | -17% | 4%[56.1 µM]
O=C(CCN1C(=O)CSc2ccccc21)Nc1ccc(OC(F)(F)F)cc1 | . | -22% | 0%
C#CCCCO/N=C1/[C@H]2O[C@@H]2[C@@H](O)[C@H]2[C@H]1CCn1c(=O)n(Cc3cc4c(cc3Cl)OCO4)c(=O)n12 | -3%[12.8 µM] | . | 8%[21 µM]
CC(=O)Nc1ccc(NC(=O)[C@@H](NC(=O)c2cccc(C)c2)C(C)C)cc1 | -2% | -1% | .
COc1ccc(CNC(=O)c2ccc(CS(=O)c3ccccc3)o2)cc1 (stereo not given) | -5% | -1% | 4%
COc1ccc(C2=NCC(CSc3nnnn3C)S2)cc1 (stereo not given) | 15% | ? | 0%
O=C(O)CNC(=O)c1ccc(NC(=O)/C(=C/c2ccccc2)NC(=O)c2ccco2)cc1 | -8% | -18% | 3%[56.1 µM]
Cc1ccc(CNC(=O)Cn2c(=O)ccc3cc(S(=O)(=O)N4CCCC4)ccc32)cc1 | . | -10% | 2%
O=C(O)c1ncsc1-c1ccccc1 | -5% | -10% | .
CCCCN1C(=O)C(NC(C)=O)c2cc(Br)ccc21 (stereo not given) | 1% | -15% | 0%
Cc1ccc(OCC(=O)Oc2c(C)cccc2C)cc1 | -1% | 1% | .
O=C(NCCc1ccccc1Cl)C1CC(=O)N(C2CCCCC2)C1 (stereo not given) | -3% | 19% | 2%[0.0935 µM]
N#Cc1ccc(COn2nnc3ccccc32)cc1 | -3% | 5% | -3%
O=C(Nc1ccc(SC(F)F)cc1)c1cccc2nc3ccccc3nc12 | -12% | -14% | 5%
COc1ccccc1CNC(=O)C(CC(C)C)NS(=O)(=O)c1ccc2c(c1)oc(=O)n2C (stereo not given) | 2% | -4%&0% | 2%&3%
COc1ccc(C)c2sc(N(Cc3cccnc3)C(=O)C3CCCCC3)nc12 | . | 14% | 5%
Cc1cccc(Nc2nnc(SC/C(O)=C(\C#N)c3nc4ccccc4[nH]3)s2)c1 | -1% | -8% | -2%
CCN1/C(=C2\C(=O)N(C)C(=S)N2C)C=Cc2cc(OC)ccc21 | -6% | -9% | 5%
Cc1ccc(S(=O)(=O)N2CCCSCC2)cc1 | 1% | 2% | 2%
O=C(Nc1ccc(Cl)c(Cl)c1)Nc1ccccc1C(=O)O | -7% | -18% | -4%
CCOC(=O)c1c(S(=O)(=O)N2CCCC(C(=O)NCc3ccc(F)cc3)C2)c(C)n(CC)c1C (stereo not given) | . | 10% | 5%
O=C(COc1ccc(F)cc1)Nc1ccc(Cl)c(-c2nc3ccccc3[nH]2)c1 | . | 11% | 6%
CCn1c(SCC(=O)c2ccc([N+](=O)[O-])cc2)nnc1-c1ccc(Cl)cc1 | . | 19% | 1%
Cc1noc(C)c1COC(=O)CN(C)S(=O)(=O)c1ccc(Cl)cc1 | 0% | -9% | -5%
O=C(COC(=O)c1cccnc1Cl)NCc1ccco1 | 6% | 0% | 40µM*
Cc1ccc(S(=O)(=O)NC(=O)Nc2ccc(OC(F)F)cc2)cc1 | 3% | -2% | 7%
COC(=O)c1nnn(CC(=O)Nc2cccc(Cl)c2C)c1C(=O)OC | 0% | 2% | -1%
CCC(C)NC(=O)c1cn(C)c(=O)c2cc(OC)c(OC)cc12 (stereo not given) | -1% | -5% | -2%
Nc1nnc(-c2ccc(Cl)cc2)s1 | 2% | 13% | 2%
O=C1CCN(S(=O)(=O)c2ccccc2)N1 | 4% | 3% | -4%
Cc1nc(-c2ccccc2Cl)sc1C(=O)/C=C/N(C)C | 13% | 11% | -1%
Cc1ccc2nc(-c3cccc(-c4cccc(Cl)c4)c3)c(NCc3ccccc3)n2c1 | ? | -22% | 8%
N#CCC(=O)N/N=C/c1ccc(OC2CSC2)cc1 | -24% | 10% | 10%
COc1ccc(CNC(=O)CC2Oc3ccc(C)cc3NC2=O)cc1 (stereo not given) | . | 7% | 0%
CCOc1ccc(OCC)c(NC(=O)CSc2nc3ccccc3c(=O)n2C)c1 | -3% | 15% | 4%

5 structures from above, sorted by molecular weight, ascending:
SMILES | N370S GC mod | FEN1 inh | TDP1 inh
Nc1nnc(-c2ccc(Cl)cc2)s1 | 2% | 13% | 2%
O=C(COC(=O)c1cccnc1Cl)NCc1ccco1 | 6% | 0% | 40µM*
Cc1ccc(S(=O)(=O)NC(=O)Nc2ccc(OC(F)F)cc2)cc1 | 3% | -2% | 7%
CCOc1ccc(OCC)c(NC(=O)CSc2nc3ccccc3c(=O)n2C)c1 | -3% | 15% | 4%
Cc1ccc2nc(-c3cccc(-c4cccc(Cl)c4)c3)c(NCc3ccccc3)n2c1 | ? | -22% | 8%

(list continues)
SMILES | N370S GC mod | FEN1 inh | TDP1 inh
COc1ccc(OCc2nc(N)nc(Nc3ccccc3OC)n2)cc1 | -2% | -10% | 5%
CSCC[C@H](NC(=O)C1CCC(CNC(=O)[C@@H]2CCCN2C(=O)OC(C)(C)C)CC1)C(=O)O (stereo not given in full) | 0% | 14% | .
COc1ccc(C(=O)NC(=S)Nc2cccnc2)cc1Cl | -22% | 1% | 10%
COc1ccc(-c2nnc3n(CCc4ccccc4)c(=O)c4ccccc4n23)cc1OC | 4% | -18% | 0%
Cc1ccc(NC(=O)c2cccc3c2C(=O)N(C2CCCCC2)C3)c(Cl)c1 | 1% | -8% | 3%
COc1ccccc1NC(=O)Cn1cnc2c1c(=O)n(C)c(=O)n2C | 1% | 0% | 2%
CCOC(=O)c1c(C)n(C)c2ccc(OCC(O)CN3CCCCCC3)cc12 (stereo not given) | -10% | -4% | -1%
CC(C)(C)c1cc(NC(=O)NN2CCOCC2)nn1-c1c(Cl)cc(Cl)cc1Cl | 8% | 1% | 3%
CC1(C)C(C=C(Cl)Cl)C1C(=O)N1CCN(Cc2ccccc2)CC1 (stereo not given) | -11% | -11% | 0%
CSc1nc(C)c(Oc2ccccc2)c(=O)n1C | 4% | 4% | -1%
COc1cccc(CN2CCN(Cc3ccc4c(NC(C)=O)cccc4n3)CC2CCO)c1 (stereo not given) | 7% | 5% | -3%
O=C(NCCc1ccccc1F)c1ccc2c(c1)OCCO2 | -21% | 2% | 3%
CC(=O)c1cccc(NC(=O)C2CC(=O)N(Cc3ccccc3)C2)c1 (stereo not given) | 4% | -9% | -2%
COc1cccc(CN(C)C(=O)CSCC(=O)Nc2cccc(C)c2)c1OC | . | -12% | 0%
Cc1ccc(NC(=S)N2CCN(c3ccccn3)CC2)cc1C | 0% | -2% | 3%
CCN1CCc2c(OCc3ccccc3)cccc2C1=O | 11% | 3% | 8%
Cn1cc(C(=O)c2cccc(Cl)c2)cc1/C=N\O | 4% | 3% | 4%
COc1ccccc1NC(=O)c1ccc2c(c1)CCN2S(C)(=O)=O | -3% | 10% | .
COc1ccccc1N1CCN(C(=O)CCNS(=O)(=O)c2ccc3c(c2)CCN3C(=O)C2CC2)CC1 | . | 4% | 0%
O=C(NCc1ccco1)c1ccc2c(c1)N(Cc1ccc(Cl)cc1)C(=O)c1ccccc1S2=O (stereo not given) | . | 3% | 6%
N#C/C(=C\c1ccc(OC(=O)c2ccccn2)cc1)C(N)=O | 1% | 0% | 2%
CC(C)CCOc1ccc(C(=O)Nc2sc3c(c2C#N)CCCCC3)cc1 | . | ? | -3%[12.3 µM]
COc1ccccc1N1CCN(C(=O)c2oc3c(c2C)C(=O)CC(C)(C)C3)CC1 | 0% | 2% | 4%
c1coc(CNc2nc(N3CCCCC3)nc3ccccc23)c1 | -13% | -3% | 8%
CCOC(=O)CSc1nnc(CNc2ccc(F)cc2)o1 | -1% | -10% | 7%
C=CCn1c(SCC(=O)Nc2ccc3c(c2)OCCO3)nnc1-c1ccccn1 | 5% | -6% | 1%
CCC1(c2ccccc2)NC(=O)N(CC(=O)NCc2ccc(F)cc2)C1=O (stereo not given) | -3% | 0% | 0%
CC(C)(C)C1CCc2c(sc3nnn(CCOc4ccccc4)c(=O)c23)C1 (stereo not given) | . | 8% | -5%
N#Cc1ccc(/C=N/NC(=S)Nc2ccc(S(=O)(=O)N3CCOCC3)cc2)cc1 | -10% | -3% | .
COc1cc(CCN2C(=O)N[C@@H](CCc3ccccc3)C(C(C)=O)=C2C)cc(OC)c1OC | 0%&-3% | 11% | 9%&-3%
COc1cccc(N/C(SCc2ccccc2F)=C(/C#N)C(=O)NCc2cccs2)c1 | 10% | -14% | 0%
O=C(NCc1ccc(F)cc1)c1ccc(NC(=O)N2CC3CCCN3c3ccccc32)cc1 (stereo not given) | . | 1% | 8%
O=C(O)c1cccc(CN2C(=O)CSC2=O)c1 | -3% | -2% | -8%
CCOC(=O)n1c(=O)n(Cc2ccccc2Cl)c2ccccc21 | 14% | -17% | 4%
CCCCc1ccc(NC(=O)N[C@@H](C)C(=O)O)cc1 | 7% | 6% | 0%
O=C1[C@@H]2C3C=CC(O3)[C@@H]2C(=O)N1c1ccccc1 | -16% | . | -4%

Whole records from above.
Profile of CCCCc1ccc(NC(=O)N[C@@H](C)C(=O)O)cc1 = N370S GC mod: 7%; FEN1 inh: 6%; TDP1 inh: 0%
Profile of C=CCn1c(SCC(=O)Nc2ccc3c(c2)OCCO3)nnc1-c1ccccn1 = N370S GC mod: 5%; FEN1 inh: -6%; TDP1 inh: 1%

The listing continues.
SMILES | N370S GC mod | FEN1 inh | TDP1 inh
CNc1oc(-c2ccco2)nc1C#N | 8% | -15% | 2%
CC(=O)N1CCOc2ccc(S(=O)(=O)N3CCC(C(=O)Nc4cc(C)ccc4C)CC3)cc21 | -18% | -8% | 0%
CCOc1ccccc1NC(=O)NC(=O)N(C)S(=O)(=O)c1ccc(C)cc1 | 12% | 15% | 5%
Cc1nc(CS(=O)(=O)c2ccc(Cl)cc2)cc(Sc2ccc(Cl)cc2)n1 | 2% | -16% | 0%
O=C(Nc1ccccc1C(=O)OCc1cc(=O)n2ccsc2n1)c1ccccc1Cl | . | 0% | -4%
N#Cc1c(C(F)(F)F)cc(-c2ccccc2)nc1SCc1nc(N)nc(N2CCOCC2)n1 | 2% | -2% | 1%
O=C(Nc1cccc2ccccc12)N1CC=CCC1 | . | -4% | 2%
NC(=O)CN1CCN(Cc2ccc3c(c2)OCO3)CC1 | 1% | 1% | .
CC[C@H](C)[C@@H](NC(=O)O[C@@H]1C(=O)c2cc(Br)ccc2O[C@H]1c1cccc(OC)c1)C(=O)OC | 25%&-5% | 1% | 5%&0%
O=C(c1cc(-c2cccs2)on1)N1CCN(C(c2ccccc2)c2ccccc2)CC1 | 9% | -5% | 2%
Nc1c(C(=O)O)cnc2c(-c3ccc(Cl)cc3)cnn12 | 4% | -17% | 6%
CC(C)Sc1nc2c(c(=O)[nH]c(=O)n2C)n1CC(O)COc1ccccc1 (stereo not given) | 7% | -1% | 0%
CCOC(=O)N1CCN(C(=O)CNC(=O)c2ccc(Br)o2)CC1 | -16% | 4% | .
CC(C)c1nc2c(s1)CCc1onc(-c3cccc([N+](=O)[O-])c3)c1-2 | -9% | 8% | 4%
COc1ccccc1-n1nnnc1SCC(=O)Nc1ccc(C)c(N)c1 | 0% | -2% | .
COc1ccc(C2C(C(C)=O)=C(O)C(=O)N2CCN(C)C)cc1OC (stereo not given) | -18% | . | 4%
O=[N+]([O-])c1cc(C(F)(F)F)ccc1NCC1CCCO1 (stereo not given) | -1% | 11% | 5%
CCCN(CCC)C(=O)c1ccc2c(c1)OCO2 | 5% | 1% | 7%

Screens (PubChem)
